C1s block = complement C1s protease inhibitors, primary screen, biochemical, 10-compound mixtures. purified C1s, fluorogenic AMC substrate, pooled mixtures. mean inhibition % of two 10-compound mixtures (active compounds read high), % at 5 µM (by protocol). 0.16% of 62,000 active;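 active = inhibition above 20% in each of the two 10-compound mixture wells holding the compound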;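 also: 0% = enzyme wells lacking compound mixture and 100% = no-enzyme blank wells; some compounds called inactive have numbers as strong as hits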
DUSP1 inh = MKP-1 phosphatase inhibitors, primary screen, biochemical, in vitro. recombinant MKP-1, OMFP hydrolysis fluorescence. 0.15% of 65,000 active. AID 374, 2006. Dual specificity protein phosphatase 1 (Homo sapiens), P28562. inhibition, %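 (compounds tested at a single concentration somewhere between 10 and 100 µM)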;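 active = inhibition above about 50%, limit read from the data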;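 also: 0% = DMSO max control wells and 100% = wells with enzyme stopped by NaOH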
FXIa inh mix = FXIa protease inhibitors in compound pools, primary screen, biochemical, 10-compound mixtures. Coagulation factor XI (Homo sapiens), P03951. purified FXIa, fluorogenic substrate, pooled mixtures. inhibition, % at 5 µM. 0.19% of 62,000 active. AID 680, 2007;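 also: each value is inhibition by a whole ten-compound pool holding the compound; 0% = enzyme with no mixture and 100% = wells lacking enzyme; strong numbers were not always called active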
Cathepsin G inh = human cathepsin G inhibitors, primary screen, biochemical, pooled compound mixtures, AMC fluorescence; purified enzyme, AMC-tetrapeptide fluorescence; inhibition, % at 5 µM (by protocol); 0.2% of 62,000 active; AID 581, 2007;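 active = inhibition above 20% in each of the two mixture wells holding the compound; inactive = inhibition of 20% or less in either well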;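 also: 0% = enzyme control without mixture and 100% = blank lacking enzyme; strong numbers were not always called active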
CatL inh = inhibitors of human cathepsin L, biochemical; AID 460, 2006; 0.17% of 58,000 active; inhibition, %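 (tested at 10 µM)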; purified cathepsin L, fluorogenic substrate, fluorescence; Procathepsin L (Homo sapiens), P07711; in the data active = inhibition above about 45%;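 also: 0% = enzyme with no compound and 100% = no enzyme blank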
Hsp90 inh = tumor Hsp90 inhibitors, primary screen, cell lysate, fluorescence polarization, NCI-N417 lysate | Cy3B-geldanamycin FP displacement | inhibition, % at 30 µM | 0.35% of 64,000 active;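 active = inhibition above 50%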;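 also: 0% = tracer plus lysate wells and 100% = tracer alone without lysate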
Cdc25B block = inhibitors of Cdc25B phosphatase catalytic domain, primary screen, biochemical, OMFP fluorescence; recombinant Cdc25B, OMFP fluorescence Ex485/Em525; AID 368, 2006; inhibition, %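 (compounds tested at 10 µM final in the well)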; 0.1% of 65,000 active; in the data active = inhibition above about 50%
HTR1A agonist = human 5-HT1a receptor agonists, primary screen, cell-based, CHO, Ga15 NFAT-bla reporter; 5-hydroxytryptamine receptor 1A (Homo sapiens), P08908; CHO 5-HT1a Ga15 NFAT-bla reporter, FRET ratio; 0% basal, 100% maximal reference agonist; activation, % at 10 µM; 0.56% of 65,000 active; AID 567, 2006;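 active = activation above the screen-wide mean activation plus 3 SD, cut at about 19% in these data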;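 also: 0% = DMSO wells and 100% = 5-CT at EC100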
Target sequence (P08908 whole entry, looked up): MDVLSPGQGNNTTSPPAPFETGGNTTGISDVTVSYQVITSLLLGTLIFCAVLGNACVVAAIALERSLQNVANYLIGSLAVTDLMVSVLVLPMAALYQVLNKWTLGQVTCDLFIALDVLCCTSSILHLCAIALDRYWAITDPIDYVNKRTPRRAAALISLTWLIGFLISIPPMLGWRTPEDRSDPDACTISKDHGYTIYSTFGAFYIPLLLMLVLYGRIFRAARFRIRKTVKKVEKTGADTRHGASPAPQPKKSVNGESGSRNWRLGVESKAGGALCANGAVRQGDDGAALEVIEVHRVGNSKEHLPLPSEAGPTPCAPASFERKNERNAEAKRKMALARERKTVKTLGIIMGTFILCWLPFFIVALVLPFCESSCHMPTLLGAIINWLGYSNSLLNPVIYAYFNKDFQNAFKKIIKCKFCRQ
FXIIa inh mix = human factor XIIa inhibitors, primary screen, biochemical, pooled compound mixtures, fluorogenic substrate; Coagulation factor XII (Homo sapiens), P00748; purified FXIIa; inhibition, % at 5 µM; 0.2% of 62,000 active;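 also: 0% = enzyme without compound and 100% = no enzyme blank; some results filed as inactive read as strong as hits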
Target sequence (P00748 20-372 limits assumed): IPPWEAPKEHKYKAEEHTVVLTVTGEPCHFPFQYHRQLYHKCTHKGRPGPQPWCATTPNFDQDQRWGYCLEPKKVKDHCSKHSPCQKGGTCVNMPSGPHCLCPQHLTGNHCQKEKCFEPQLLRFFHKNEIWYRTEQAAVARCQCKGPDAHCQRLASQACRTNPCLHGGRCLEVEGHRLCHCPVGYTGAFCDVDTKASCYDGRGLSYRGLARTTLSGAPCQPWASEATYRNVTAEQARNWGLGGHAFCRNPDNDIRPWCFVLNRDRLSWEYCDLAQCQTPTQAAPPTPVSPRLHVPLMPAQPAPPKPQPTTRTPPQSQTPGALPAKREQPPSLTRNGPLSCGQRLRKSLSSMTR
Target sequence (P00748 373-615 limits assumed): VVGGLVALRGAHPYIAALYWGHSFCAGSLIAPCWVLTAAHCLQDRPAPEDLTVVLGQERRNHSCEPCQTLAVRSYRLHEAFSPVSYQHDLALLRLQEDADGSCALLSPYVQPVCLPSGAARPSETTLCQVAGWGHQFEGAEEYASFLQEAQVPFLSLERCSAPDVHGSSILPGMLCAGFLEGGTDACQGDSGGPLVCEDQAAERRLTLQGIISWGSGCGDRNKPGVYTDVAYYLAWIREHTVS
The depositor's hits bear a star; / = no result given. Rule as the data show it, unless noted: active = inhibition above about 20% (passing the limit was not always enough); inactive = the rest. An unsorted share of the library; 1.6% or so of the library scored in one or more.

SMILES	C1s block	DUSP1 inh	FXIa inh mix	Cathepsin G inh	CatL inh	Hsp90 inh	Cdc25B block	HTR1A agonist	FXIIa inh mix
C(=N\n1cnnc1)/c1ccc(OC2CSC2)cc1	0	6	6	9	6	-1	-2	-1.9	4
CC1=C(C)C(=O)NC(Nc2nc(C)c3cc(C)cc(C)c3n2)N1 (configuration not stated)	19	13	11	15	-5	-2	3	-0.3	2
Cc1c(Cl)cccc1N1C(=O)C2ON(c3ccccc3)C(c3cccnc3)C2C1=O (configuration not stated)	/	-14	/	/	-3	-3	17	2.6	/
CCn1c(CSc2nccn2C)nc2cc(C(=O)O)ccc21	-3	6	10	0	10	89*	-4	-1.3	-20
N#Cc1ccccc1NC(=O)COC(=O)c1ccc2c(c1)OCCO2	-191	0	-16	-25	4	1	24	2.7	14
Cc1ccc(-c2cc(C(=O)N3CCN(c4ncccn4)CC3)c3ccccc3n2)cc1	5	24	6	3	-6	-4	-14	-0.8	7
O=C(CC(c1ccccc1)c1cc(Br)ccc1O)NCc1ccco1 (configuration not stated)	1	2	1	7	/	-3	1	3.3	1
CS(=O)(=O)N(CC(=O)N1CCN(c2ccccc2F)CC1)c1cccc(C(F)(F)F)c1	10	3	1	8	/	-1	-9	-1.8	4
O=C(CN1CCN(c2nc(-c3ccccc3)cs2)CC1)Nc1ccc2c(c1)OCO2	-2	6	2	-4	-3	3	4	0.6	6
CCOc1cc(S(=O)(=O)NCc2ccco2)c(OCC)cc1-n1cnnn1	-7	-13	0	6	9	-2	-12	-2.6	3
CCOC(=O)C1CCCN(Cc2cccc(Cl)c2)C1 (configuration not stated)	-9	-15	7	-8	-4	-3	-5	1.1	2
CN1CCN(C(=O)c2cccc(S(=O)(=O)N3CCCCC3)c2)CC1	9	0	3	11	7	3	-4	-3.4	-14
COc1ccccc1C(=O)NCc1ccc2c(c1)OCO2	20	3	12	13	-1	-3	-6	-0.4	1
O=C1CCCC(O)=C1C(C#Cc1ccccc1)C1=C(O)CCCC1=O	10	4	-3	10	12	6	-3	-1.1	8
O=C(C1CCCN1S(=O)(=O)c1cccc2cccnc12)N1CCc2ccccc21 (configuration not stated)	-23	1	-3	-6	/	-2	-5	-0.1	4
O=C(CCCc1ccccc1)N1CCc2ccccc21	-31	1	1	-9	/	/	-8	/	-2
CCCc1nc(SCC(=O)NCc2ccco2)c2c(=O)n(C)c(=O)n(C)c2n1	4	8	6	1	/	-2	-2	0.3	2
COc1ccc(CCNc2c(N)n(Cc3ccccc3)c(=O)[nH]c2=O)cc1OC	-3	18	16	0	7	0	2	6.8	-17
CCC(=O)Nc1cccc(-c2nnc(SCC(=O)c3ccccc3)n2C)c1	2	9	4	0	/	-2	-9	1.7	3
O=C(COc1ccc(Cl)cc1Cl)NC1CCSC1=O (configuration not stated)	13	-13	2	11	31	-4	0	-1.0	10
COc1ccc(C(=O)Nn2c(C3CCC3)nc3ccccc3c2=O)c(OC)c1	-11	4	5	3	10	-1	25	-1.1	9
COc1ccc(OCC(=O)Nc2cc(-c3nn4c(C)nnc4s3)ccc2C)cc1	-3	-2	5	1	5	-5	-10	1.4	-16
CN1c2ccccc2-c2nc3ccccc3n2C1c1ccncc1 (configuration not stated)	-15	-18	-3	-7	6	-2	0	1.7	2
COc1cc(C)nc(NS(=O)(=O)c2ccc(C)cc2)n1	6	-3	5	14	0	-6	5	0.8	6

Four consecutive compounds out of the list so far, for reference:
SMILES	C1s block	DUSP1 inh	FXIa inh mix	Cathepsin G inh	CatL inh	Hsp90 inh	Cdc25B block	HTR1A agonist	FXIIa inh mix
COc1ccc(C(=O)Nn2c(C3CCC3)nc3ccccc3c2=O)c(OC)c1	-11	4	5	3	10	-1	25	-1.1	9
COc1ccc(OCC(=O)Nc2cc(-c3nn4c(C)nnc4s3)ccc2C)cc1	-3	-2	5	1	5	-5	-10	1.4	-16
CN1c2ccccc2-c2nc3ccccc3n2C1c1ccncc1 (configuration not stated)	-15	-18	-3	-7	6	-2	0	1.7	2
COc1cc(C)nc(NS(=O)(=O)c2ccc(C)cc2)n1	6	-3	5	14	0	-6	5	0.8	6

New compounds follow.
SMILES	C1s block	DUSP1 inh	FXIa inh mix	Cathepsin G inh	CatL inh	Hsp90 inh	Cdc25B block	HTR1A agonist	FXIIa inh mix
CN(Cc1ccc(OC(F)F)cc1)C(=O)c1ccc2nccnc2c1	12	5	3	12	-3	-3	-2	-1.6	3
Cc1cc(Cl)cc(Br)c1OCCNCC(C)O (configuration not stated)	1	-2	0	9	-5	1	-17	-0.2	4
COc1nc(OC/C(N)=N/O)nc(N2CCOCC2)n1	-1	-11	-1	7	23	0	66*	-0.7	8
COc1ccc(OC)c(N=C2C(=O)Nc3ccccc32)c1	15	11	6	8	/	-5	4	-4.1	-19
Cc1cccc(-n2c(O)c(C=Nc3ccccc3N)c(=O)[nH]c2=O)c1	-92	6	4	-3	-3	3	1	-1.3	1
COc1cccc(-c2nn(-c3ccccc3)cc2C(=O)NCC(=O)O)c1	-3	6	-1	10	/	-4	-3	-1.4	5
CCOC(=O)c1c(C)[nH]c(C(=O)Cn2c(=O)oc3ccccc32)c1C	8	3	8	10	-3	-3	-12	-1.0	-3
Cc1ccc2c(c1)N(CCC(=O)NCCCOC(C)C)C(=O)C(C)O2 (configuration not stated)	0	1	6	-3	9	-2	-10	-0.6	1
COc1ccc(-c2ccc(-c3nnc(Cc4ccc(OC)c(OC)c4)o3)cc2)cc1	-13	10	-1	-11	-10	-5	-14	-0.1	3
Cc1cc(NCCN2CCOCC2)n2ncc(-c3ccc(Cl)cc3)c2n1	7	19	1	9	11	1	9	-1.4	-11
CS(=O)(=O)N1CCC(C(=O)Nc2cc(C(F)(F)F)ccc2Cl)CC1	-10	26	1	-6	0	-5	-3	-1.6	38
O=C(NCC1COCCO1)C1CCN(S(=O)(=O)c2ccccc2)CC1 (configuration not stated)	-24	2	6	-11	3	1	-1	-0.9	2
Cc1nc2cc(NC(=O)NCc3ccc4c(c3)OCO4)ccc2o1	4	19	0	7	21	-6	-11	-2.8	1
CCOC(=O)c1ccc(NC(=O)NS(=O)(=O)c2ccc(C)cc2)cc1	-51	0	-7	1	0	-1	-2	-3.3	-2
CCOCCCNC(=O)CN(Cc1ccc(Cl)cc1)S(C)(=O)=O	-18	-5	-9	6	/	1	-9	-1.9	-20
Cc1cc2c(cc(C(=O)NCc3cccnc3)n2Cc2ccc(Cl)cc2)o1	-1	21	3	6	-1	-11	-1	-0.3	4
CC(C)c1nc2sc3c(SCC(=O)NCc4ccco4)ncnc3c2c2c1CCC2	10	43	9	6	9	/	19	1.7	1
CCOC(=O)Cn1cc(C(=O)C2CC2)c2ccccc21	/	-4	/	/	/	1	-5	-5.0	/
CNc1nc2c(c(=O)[nH]c(=O)n2C)n1CCOC	9	-7	-1	12	-4	-2	-22	-0.6	2
Nc1c(C(=O)NCc2cccnc2)sc(=S)n1-c1ccccc1	13	6	7	17	/	-4	2	7.1	5
Oc1cc(Cc2ccccc2)cnc1CN1CCOCC1	-17	5	1	0	5	-2	-6	-4.7	1
O=C(Nc1ccc(OC(F)(F)F)cc1)C1CCCN(S(=O)(=O)c2cccnc2)C1 (configuration not stated)	-15	13	-5	2	14	3	-3	0.8	-2
O=C(c1cnc2n(c1=O)CCS2)N1CCc2ccccc21	-1	-10	3	4	-1	-2	-3	-3.3	7
Oc1ccc(-c2onc(C(F)(F)F)c2-c2cscn2)c(O)c1	0	17	4	3	7	65*	-18	1.6	3
Cc1ccc(-n2c(=O)c(C#N)cc3c(=O)n4ccccc4nc32)cc1	-129	-3	-32	-16	-56	0	16	30*	2
O=C1c2ccccc2C(=O)N1c1ncccn1	/	-16	/	/	7	0	-31	-0.7	/
CCc1ccc(NS(=O)(=O)c2cccs2)cc1	6	18	4	8	8	-14	-5	-1.6	5
Cc1cc(=O)[nH]c(SCC(=O)C23CC4CC(CC(C4)C2)C3)c1C#N	-2	14	0	-10	-2	-1	1	2.8	3
O=C(NCc1cccnc1)c1cnc2n(c1=O)CCS2	/	4	/	/	/	2	-3	-0.8	/
CCOC(=O)c1c(C)[nH]c(C(=O)CSc2ccccc2)c1C	-16	7	0	-15	-3	1	-11	-4.6	14
Cn1cnnc1SCC(=O)Nc1sc2c(c1C#N)CCCCC2	-10	13	-2	-5	6	-7	-10	-1.5	4
CC(C)C(=O)N1CCN(CCN=CC2=C(O)CC(c3ccco3)CC2=O)CC1 (configuration not stated)	12	-10	8	10	-3	-2	0	-3.6	2
O=C(O)c1cccc(N2CCCC2=O)c1	-10	12	-1	8	18	-1	-11	-3.3	6
CC1CN(C(=O)CN2C(=O)c3ccccc3C2=O)CC(C)O1 (configuration not stated)	1	3	0	8	26	-4	-19	-0.7	-17
COc1ccc(N2C(=O)CC(Sc3nccc(C)n3)C2=O)cc1 (configuration not stated)	13	3	7	9	-1	-1	-12	-2.2	2
Nc1c(S(=O)(=O)c2ccccc2)c2nc3ccccc3nc2n1/N=C/c1ccco1	-12	27	9	1	-17	/	-6	2.1	4
COc1cccc(CNc2nc3nc(C)c(Cl)c(C)n3n2)c1	1	0	3	4	9	-6	-7	1.9	1
COc1ccc(C(=O)n2nc(-c3ccccc3)nc2N)cc1OC	-7	-9	13	44*	/	1	-7	-6.1	8
COc1ccc2cc3cc(C(=O)NCc4ccccn4)oc3nc2c1	-140	-2	-57	-38	/	0	5	-0.5	3
CCc1nnc(NC(=O)c2ccc(S(=O)(=O)N(CCOC)CCOC)cc2)s1	10	0	6	10	19	-2	-2	-1.4	9
COc1nc(Nc2ccc(-c3nc4ccccc4o3)cc2)nc(N2CCOCC2)n1	-10	44	-3	-4	/	-4	-6	5.5	3
CCC(=O)Oc1ccc(-c2nc(-c3cccnc3)no2)cc1	/	5	/	/	/	-5	3	3.4	/
CC1=C(C#N)C2C(/C1=N/O)C2(C)C (configuration not stated)	1	11	10	-1	15	-4	4	-0.7	6
CCCCn1nnnc1SCC(=O)N1CCN(C(=O)c2ccco2)CC1	27	-9	5	2	-1	-3	-3	-0.1	9
CCCCNC(=O)OCCNC(=O)Oc1cccc(C)c1	-3	6	-2	7	-1	-2	-2	-2.6	4
COc1ccc(S(=O)(=O)Nc2ccc(C)cc2)cc1OC	2	-2	3	7	24	1	-5	-1.3	2
Cc1cccc(NC2=NC(C)(C)N=C(N)N2)c1C	-33	-6	4	3	15	-2	9	-1.5	0
CCOC(=O)c1cnn(-c2ncnc3sc(CC)cc23)c1N	-29	/	3	-3	1	/	/	-0.2	-4
CSc1nc(C2CC2)cc(-c2cccs2)c1C#N	13	26	1	10	2	-1	-9	-1.5	-1
CCOc1ccc(/C=N/n2cnnc2)cc1	6	3	5	-8	9	-1	-2	-0.5	9
O=C(CSc1nnc(NC(=O)CN2CCOCC2)s1)Nc1ccccc1	-5	3	3	-2	-3	0	-2	0.1	8
Cc1cccc(C)c1NC(=O)C1CC(=O)N(C(C)C)C1 (configuration not stated)	1	2	2	1	-6	0	-18	3.4	8
CCCNC(=O)Cc1cc(=O)[nH]c(=O)[nH]1	1	-1	11	-1	-5	-2	6	-5.0	2
CCOC(=O)N1CCC(NC(=O)CCc2c(C)nc3c(c(C)nn3-c3ccccc3)c2C)CC1	-1	12	-1	12	9	-5	-6	-1.4	2
COC(=O)c1[nH]c2cccc(OC)c2c1NC(=O)CN1CCN(c2cccc(OC)c2)C(C)C1 (configuration not stated)	-2	35	6	3	-4	0	7	1.2	11
NC(=O)c1cnn2c1NC(c1ccc(F)cc1)CC2C(F)(F)F (configuration not stated)	8	-17	1	7	-5	-4	-4	-2.4	2

Screens as filed in PubChem.
